Bioassay records (PubChem BioAssay)
uPA generation – blocks generation of uPA at the cell surface. Potency, µM (titrated, usually from 38.3 µM), for the others: top-dose activity change, negative = inhibition, hits mostly inhibitors. cell surface uPA generation assay, qHTS. 330,000 tested, 0.31% active; active means well fitted inhibition curve with a large enough effect; inconclusive means small, poorly fitted or top-dose-only effect; inactive means no such curve, though single readings can be large or run the other way; tested in mouse RAW 264.7 cells; further: potency means the concentration at half of the fitted maximal effect; on the % scale 0 is the no-effect control and ±100 the full control effect; nearly all actives have a fitted effect of over 55% in size
ELG1 genotoxic – inducers of genotoxicity in HEK293T ELG1-luciferase cells; HEK293T ELG1-luciferase reporter, luminescence, 16 h; Potency, µM (series often up to 46 µM), inactives show at the highest dose activity change, positive = activation, usual class: activators; 330,000 tested, 1.3% active; further: potency means the concentration at half of the fitted maximal effect; % of control where 0% means no effect; nearly all actives have a fitted effect of over 60% in size
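HEK293T cells expressing luciferase-tagged ELG1 were treated with compound or DMSO for 16 hr at 37°C. Luciferase activity was then read after 30 min with ONE-Glo at room temperature; rising signal flags genetic stress.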
Eya2 phos inh – blocks the phosphatase activity of human Eya2 | O00167 | recombinant Eya2, OMFP fluorescence dephosphorylation (OMFP is methylfluorescein phosphate) | Potency, µM (doses to about 76.9 µM), inactives show at the top dose activity, negative = inhibition, hits mostly inhibitors | 330,000 tested, 0.006% active | AID 488837; further: potency means the concentration at half of the fitted maximal effect; on the % scale 0 is the no-effect control and ±100 the full control effect
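Eya2 protein (added as 0.2 uM solution) was preincubated with compound for 10 min at ambient temperature in 50 mM HEPES pH 7.5, 50 mM NaCl, 5 uM MgCl2, 0.05% BSA, 1 mM DTT. OMFP (added at 50 uM) then reacted 10 min; fluorescence read at 485/525 nm.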
a7 integrin act – activators of alpha7 integrin expression for muscular dystrophy | alpha7betagal myoblasts, beta-gal FDG fluorescence, 48 h | Potency, µM (doses to about 38.3 µM), for the others: at the highest dose activation, hits mostly activators | 350,000 tested, 0.064% active | AID 624291;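 further: potency means the concentration at half of the fitted maximal effect; 100% = response of the positive control SU9516; nearly all actives have a fitted effect of over 60% in size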
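Alpha7betagal+/- myoblasts (passage 13) were plated 16-24 hr, then exposed to compounds (1:260 dilution of DMSO stock) for 48 hours at 37C. After MPER lysis, β-galactosidase reporter activity was read as FDG fluorescence (ex 480/em 540) after 30 minutes.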
BRCA1 expr act – increases BRCA1 expression. MCF7-BRCA1-FFLuc reporter, luminescence, 48 h; response scale: scaled: vehicle 0%, 10 µM genistein 100%. Potency, µM (series often up to 46.1 µM), without a hit: at the highest dose activation, most hits filed as activators. 380,000 tested, 1.1% active. AID 624202; further: potency means the concentration at half of the fitted maximal effect; nearly all actives have a fitted effect of over 80% in size; some results filed as inactive show a strong effect at the top dose
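Cells: MCF7-BRCA1-FFLuc, 2000/well. Exposure: 48 h, 37 °C, 5% CO2. Read: luminescence, 15 min post-substrate. Controls: genistein 10 microM (maximal activation), DMSO (neutral).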
p53 reactivator – mutant p53 re-activation in reporter cells; H1299 p53-A138V BP100-luciferase reporter, luminescence, 24 h; Potency, µM (highest dose often 92.2 µM), for inactives: top-dose activity change, positive = activation, actives largely listed as activators; 320,000 tested, 0.063% active; AID 504706; further: potency means the concentration at half of the fitted maximal effect; % of control where 0% means no effect; nearly all actives have a fitted effect of over 45% in size
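p53-null H1299 cells stably carrying temperature-sensitive p53-A138V and a BP100-luciferase reporter were pinned with compounds (4-point, 1:5 series) and held 24 hrs at 37 deg C. Luminescence was read 10 min after detection reagent.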
USP2a inh – inhibitors of human ubiquitin-specific protease USP2a; O75604; USP2 core, Ub-CHOP2 coupled fluorogenic reporter, 485/531; Potency, µM (series often up to 38.3 µM), without a hit: at the highest dose activity change, negative = inhibition, usual class: inhibitors; 330,000 tested, 0.01% active;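 further: potency means the concentration at half of the fitted maximal effect; plate controls were DMSO wells for no effect and full inhibition by NEM control for full effect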
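Cell-free coupled assay: 10nM USP2 core preincubated 30min RT with compound in Tris-HCl pH 8.0/CaCl2/CHAPS buffer, then 25nM Ub-CHOP2 and 25nM reporter substrate; fluorescence (Ex 485/Em 531) read after 60min RT, normalized to NEM inhibition, concentration-response curves fitted.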
B2AR arrestin – recruits beta-arrestin to the human beta2-adrenergic receptor | beta-arrestin recruitment to beta2AR, cell-based reporter | Potency, µM (series often up to 46.1 µM), without a hit: at the top dose activation, usual class: activators | 330,000 tested, 0.02% active;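 further: potency means the concentration at half of the fitted maximal effect; 0% = DMSO controls and full agonism = EC100 isoproterenol or metaproterenol; nearly all actives have a fitted effect of over 65% in size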
TRPV1 agonist – human TRPV1 agonism. 320,000 tested, 0.19% active. activation, % at 8.33 µM. TRPV1-expressing cells, Fluo-8 calcium influx, agonist mode; in the data active means activation above about 80%; inconclusive means between about 30% and that limit; further: 0% is about no effect
Target sequence (Q8NER1 whole entry, looked up): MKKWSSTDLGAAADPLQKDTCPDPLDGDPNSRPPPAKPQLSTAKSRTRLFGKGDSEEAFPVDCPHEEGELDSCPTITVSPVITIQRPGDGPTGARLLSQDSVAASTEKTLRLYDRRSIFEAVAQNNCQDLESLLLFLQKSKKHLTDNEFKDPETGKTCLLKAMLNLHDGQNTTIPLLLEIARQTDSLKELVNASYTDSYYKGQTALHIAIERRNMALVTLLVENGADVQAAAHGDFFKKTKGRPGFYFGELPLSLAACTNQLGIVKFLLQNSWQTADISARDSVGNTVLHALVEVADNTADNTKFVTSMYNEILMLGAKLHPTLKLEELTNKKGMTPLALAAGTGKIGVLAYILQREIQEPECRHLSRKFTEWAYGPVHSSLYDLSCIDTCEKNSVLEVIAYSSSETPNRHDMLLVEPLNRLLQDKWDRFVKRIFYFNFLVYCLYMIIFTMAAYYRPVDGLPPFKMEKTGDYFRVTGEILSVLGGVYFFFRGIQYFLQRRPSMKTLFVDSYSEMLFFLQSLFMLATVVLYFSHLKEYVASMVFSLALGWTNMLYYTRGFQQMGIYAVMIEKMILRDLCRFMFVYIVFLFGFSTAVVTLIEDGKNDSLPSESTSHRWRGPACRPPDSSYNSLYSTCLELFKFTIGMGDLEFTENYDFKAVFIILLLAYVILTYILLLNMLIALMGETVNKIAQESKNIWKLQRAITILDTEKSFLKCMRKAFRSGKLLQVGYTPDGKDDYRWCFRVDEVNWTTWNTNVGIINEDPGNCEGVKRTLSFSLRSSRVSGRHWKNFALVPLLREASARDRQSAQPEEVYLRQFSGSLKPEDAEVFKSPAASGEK
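Fluo-8 calcium influx in TRPV1-expressing cells, kinetic read (ex 480/em 520 nm). Compound added and read 3 min for agonist activity, followed by capsaicin at EC20 final and 2 min further read for enhancement.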
S-ASM inh – inhibitors of human secretory acid sphingomyelinase | Potency, µM (titrated, usually from 57.5 µM), for inactives: at the highest dose activity change, negative = inhibition, usual class: inhibitors | 340,000 tested, 0.006% active | AID 504937 | placental ASM, HMU-PC fluorogenic substrate, 60 min; further: potency means the concentration at half of the fitted maximal effect
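Steps: dispense placental human ASM, pin compound, wait 10 min at room temperature, add HMU-PC0 substrate at 9 uM final, incubate 60 min at 37 °C, add stop solution raising pH to 10, read fluorescence.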
TSG101-PTAP inh – blocks PTAP/TSG101 interaction to inhibit HIV-1 budding | Q99816 | Fluorescence polarization, FITC-PTAP peptide / Tsg101 binding | Potency, µM (doses to about 115 µM), for inactives: at the top dose activity change, negative = inhibition, hits mostly inhibitors | 340,000 tested, under 10 active | AID 493005; active means well fitted inhibition curve with a large enough effect in the main read-out, with a control signal flat, not every such curve was filed as active; inconclusive means small, poorly fitted or top-dose-only effect, or effect the other way, or a change in a side signal; inactive means no such curve, though single readings can be large or run the other way; further: potency means the concentration at half of the fitted maximal effect; % of control where 0% means no effect
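FP read-out: FITC-PTAP peptide, 50 nM final, binding Tsg101 binding domain, 10 uM final; 20 min, r.t.; 10 mM HEPES pH 7.5, 0.15 M NaCl, 0.01% Tween 20, 3 mM EDTA, 0.1 mM TCEP.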
Starred values were filed as active, the others as inactive; ? = inconclusive; nt = no result given; [ ] = another dose, or the depositor's remark. Unless noted, the call rests on the fitted dose curve; in most records, active means well fitted curve in the direction sought with a large enough effect; inconclusive means small, poorly fitted or top-dose-only effect, or another doubt; inactive means no such curve, though single readings can be large; an effect the other way counts as inactive or inconclusive.

SMILES | uPA generation | ELG1 genotoxic | Eya2 phos inh | a7 integrin act | BRCA1 expr act | p53 reactivator | USP2a inh | B2AR arrestin | TRPV1 agonist | S-ASM inh | TSG101-PTAP inh
NS(=O)(=O)c1ccc(OC(=O)CNC(=O)OCc2ccccc2)cc1 | -3% | nt | nt | 13% | -19% | nt | nt | nt | nt | 4% | -10%
CN(C)/C=N/c1cc(=O)n(Cc2ccccc2)c(=O)n1C | -1% | 6% | 7% | 11% | 8% | -1% | 2% | -0.8% | -6 | 1% | -2%
COc1ccccc1OCCNC(=O)CCC(=O)N1CCOCC1 | 2% | -1% | 2% | 9% | -20% | -5% | 0% | -0.3% | -2 | 3% | -2%
CCNc1nc(NCC)nc(N(C#N)C(C)C)n1 | -5% | 6% | -5% | -15% | 11% | -2% | 3% | -1.5% | 14 | -1% | -3%
C/C(=N/NC(=O)Nc1ccccc1)c1ccc(C)cc1 | -4% | 6% | 1% | 11% | -5% | -4% | 2% | -0.1% | 2 | 0% | -4%
CC(C)CNC(=O)c1ccccc1NC(=O)CCSc1ccccc1 | 2% | -6% | -4% | 1% | -1% | 2% | 4% | 0.1% | 29 | 1% | -4%
CC(C)(C)N1C(=O)[C@H]2[C@@H](c3ccc(Br)cc3)N3C(=O)N(c4ccccc4)C(=O)[C@@]3(Cc3ccccc3)[C@H]2C1=O | 7% | 0% | 11% | -7% | -2% | -6% | 3% | -0.1% | -2 | 3% | -1%
CCN(C(=O)COC(=O)c1oc2ccc(OC)cc2c1C)C1CCS(=O)(=O)C1 (stereo unspecified) | 0% | 3% | 5% | 20% | 0% | 2% | 1% | 0.4% | -3 | 0% | 0%
O=C(Nc1ccc(Oc2cccnc2)cc1)C1CCN(Cc2ccccc2F)CC1 | -8% | -11% | 2% | -6% | -25% | nt | 0% | -2.6% | 12 | 1% | -2%
N=C(N)SCc1cn(-c2ccccc2)nc1-c1ccc(Br)cc1 | 5% | -3% | -7% | -69%[inhibitor] | -98% | -9% | 2% | -0.1% | 0 | -26% | 1%
CCCn1c2ccccc2c2nnc(SCCN3CCOCC3)nc21 | -6% | -10% | -3% | -10% | -60% | nt | 0% | -0.4% | 6 | -2% | -5%
O=C1NC(=O)/C(=C\c2ccc(Sc3ccc(Cl)cc3)o2)N1 | 2% | -4% | -37% | -4% | -19% | 0% | 3% | -0.3% | 1 | 145%[activator] | -1%
CCOc1cc(-c2noc(N)c2C(=O)OC)cc(OCC)c1OCC | -2% | -1% | -17% | -38% | -14% | -9% | 0% | -1.2% | 9 | 3% | -1%
COc1ccc(/C=C/c2c(-c3ccccc3OC)sc3ccccc23)cc1OC | 13% | -1% | 3% | 17% | -21% | 0% | 2% | -0.2% | nt | 85%[activator] | -5%
COc1ccc(OC)c(CCNC(=O)C(C)n2nc(C)c3c(C)n(-c4ccc(C)cc4)nc3c2=O)c1 (stereo unspecified) | ? | -10%[9.26 µM] | 0% | 15% | -35% | -6% | 4% | 0.6% | -2 | 0% | -1%
CC1=C(C(=O)OCc2ccccc2)C(/C=C/c2ccccc2)NC(=S)N1 (stereo unspecified) | 4% | -2% | 2% | -16% | -84% | -24% | -8% | 4.5% | 7 | -7% | 0%
O=C(Cc1cccs1)NNC(=S)NC(=O)c1ccccc1 | 2% | 4% | 3% | 5% | -31% | 12% | 2% | -0.3% | 1 | 3% | 1%
CC1CCc2cc(F)ccc2N1C(=O)CSc1nnc2c3cc(F)ccc3n(C)c2n1 (stereo unspecified) | 2% | 3% | 3% | -9% | 4% | -23% | 0% | -0.5% | -2 | 3% | -2%
COc1cc(CNCCN2CCOCC2)ccc1OCc1cccc(Cl)c1 | -9% | 13% | -10% | -55%[inhibitor] | 0% | 1% | -7% | -0.2% | 0 | -1% | -3%
CCOc1ccc(NC(=O)CNc2ccc(C)cc2Cl)cc1 | -3% | 2% | -11% | 6% | 25% | 3% | -2% | 3.0% | 18 | -2% | -2%
C=CCNC(=O)COC(=O)c1cccnc1Nc1ccccc1F | 3% | 2% | 2% | -15% | 17% | -2% | 1% | -0.4% | ? | 4% | -10%
CCCCCCCNC(=O)C1(CC2CC(c3ccc(Cl)cc3)=NO2)CCN(C(=O)c2cc(OCC)c(OCC)c(OCC)c2)CC1 (stereo unspecified) | 10% | -4% | -12% | 0% | 0% | nt | 3% | 0.2% | -2 | -2% | -6%
CN1CCN(C(=O)C2=C[C@H](c3csc4ccccc34)C[C@H](OCCCCO)O2)CC1 | 14% | 6% | 3% | 15% | 4% | -2% | 1% | 0.1% | 8 | 7% | 1%
Cc1cccc(C(=O)NNC(=O)C(=O)NC(C)(C)C)c1 | 0% | 1% | 6% | -6% | 12% | 0% | 1% | 0.0% | 0 | 3% | -1%
CC(NC(=O)/C(C#N)=C/c1ccc([N+](=O)[O-])o1)c1ccccc1 (stereo unspecified) | -20% | -16% | 12% | -59%[inhibitor] | -106%[inhibitor] | -18% | -1% | -0.4% | -1 | 142%[activator] | -1%
O=C(NCc1ccco1)/C(=C\c1ccc(F)cc1)NC(=O)c1ccco1 | nt | -5% | -6% | 0% | -1% | 0% | 1% | -0.8% | 0 | 0% | 0%
CC(=O)Nc1ccc(C(=O)N/N=C/c2ccncc2)cc1 | 3% | 14% | 2% | -15% | -13% | -1% | 0% | -0.1% | -2 | -1% | -1%
Cc1ccc(-c2csc(NC(=O)c3ccc(-c4ccccc4)cc3)n2)o1 | -29% | 18µM* | -12% | -2% | 0% | 1% | 0% | -0.1% | 0 | -10% | -1%
CC(C)CC(=O)Nc1ccccc1-c1nnn(CC(=O)N2CCOCC2)n1 | 3% | 2% | 3% | -11% | -3% | 16% | 0% | -0.2% | 0 | 3% | 0%
CC(=O)N/N=C/C1=CCC2CC1C2(C)C (stereo unspecified) | 8% | -1% | 11% | 0% | 5% | -2% | 3% | 0.0% | 1 | 2% | -1%
Cc1cc(C)c2c(C)c(C(=O)Nc3c(C)n(C)n(-c4ccccc4)c3=O)oc2c1 | -1% | -3% | 4% | -12% | -29% | -8% | -3% | -1.7% | -7 | 1% | -5%
Cc1ccc(NC(=O)CN(C)C(=O)C2COc3ccccc3O2)cc1 (stereo unspecified) | 19% | 10% | 4% | 0% | -6% | 4% | -1% | 0.1% | -3 | -3% | -19%
COc1ccccc1C1C(C(N)=O)=C(C)Nc2nc(-c3ccc(Cl)cc3)nn21 (stereo unspecified) | -9% | 16% | -12% | 16% | 12% | 0% | 0% | 0.4% | 0 | 0% | -1%
Cc1nn(CC(=O)NCCCc2ccccc2)c(C)c1[N+](=O)[O-] | -2% | -1% | 9% | -9% | 11% | -4% | 2% | 0.0% | 1 | -2% | -3%
COC(=O)c1ccccc1NC(=O)c1cc2ncc(Br)cn2n1 | 3% | nt | nt | 0% | -45% | nt | nt | nt | -2 | 0% | 0%
CC1Cc2ccccc2N1C(=O)CCNS(=O)(=O)c1cccc2nsnc12 (stereo unspecified) | 7% | -2% | -2% | 17% | 0% | -6% | 1% | -0.2% | 0 | -1% | -9%
Cc1ccc(S(=O)(=O)Nc2cc(C)c(O)c(Sc3n[nH]c(C)n3)c2)cc1 | 0% | -2% | 3% | ? | -17% | 0% | 2% | 0.4% | 1 | 3% | 1%
CC(C)c1ccc(C(C)NC(=S)NC2CCCCC2)cc1 (stereo unspecified) | 1% | -8% | -9% | -9% | -31% | 7% | 2% | -0.8% | ? | -2% | 0%
CCCN(CCC)CCCNC(=O)CN1C(=O)CSc2ccc(S(=O)(=O)N3CCOCC3)cc21 | -8% | -13% | 0% | -36% | 0% | -2% | 1% | 0.3% | 2 | 4% | -6%
CC1(CCc2ccccc2)NC(=O)N(CC(=O)Nc2ccccc2C#N)C1=O (stereo unspecified) | 0% | -2% | -3% | -29% | -37% | -4% | 3% | -0.3% | -3 | 3% | -1%
O=C(NCc1ccco1)[C@@H]1CSC2c3ccccc3C(=O)N21 (stereo partly specified) | -4% | -4% | -2% | -5% | -3% | 6% | -3% | 0.4% | -1 | -1% | -8%
